# Assay outcomes from PubChem BioAssay.
# Jurkat tox 60K: reduces viability or proliferation of Jurkat cells | Jurkat E6.1 viability, ATP luminescence, 48 h | inhibition, % at 4 µM | actives 1.2% (n = 56,000) | AID 463;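 active means inhibition above the mean inhibition of all tested compounds plus 3 SD, cut at about 28% in these data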
# HEK293 NFkB inh: lowers PMA/ionomycin-induced NF-kB signal in HEK293 cells; AID 465; HEK-293 NF-kB luciferase reporter, luminescence; inhibition, % at 3 µM; actives 0.21% (n = 62,000);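 active means inhibition above the mean of all tested compounds plus 3 SD, cut at about 40% in these data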;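 further: 0% = stimulated DMSO wells and 100% = 10 µM reference inhibitor 5653914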
#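 System: NF-kB luciferase reporter HEK-293 cells | Replication: Single test | Control set: DMSO vs reference inhibitor | Evaluation: % inhibition | Schedule: 1 h pretreatment, 16 h stimulation, 37 °C | Probe or stimulus: PMA with ionomycin | Compound dosing: One dose, 3 µM | Detection: Luciferase luminescence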
# Ecoli tolC: blocks growth of E. coli BW25113 tolC mutant; actives 2.2% (n = 65,000); OD615; growth inhibition, % at 10 µM (by protocol);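 active means growth inhibition at or above a cutoff equal to the mean over every tested compound plus 3 SD, cut at about 60% in these data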;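 further: growth measured after 20 h incubation at 37 °C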
#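 Material: E. coli BW25113 ΔtolC::kan, tolC deletion mutant strain. Measure: percent growth inhibition. Schedule: 37 °C, 20 h exposure. Doses: single-point testing at 10 µM. Signal: A615 absorbance measurement. Buffer or medium: kanamycin-containing LB broth (50 µg/mL).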
# SF-1 act: activators of human nuclear receptor SF-1 | CHO-K1 Gal4-SF-1 LBD luciferase reporter; % increase over DMSO SF-1-specific signal | activation, % at 10 µM | actives 1.9% (n = 65,000) | AID 522;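 active means activation above the mean activation of all tested compounds plus 3 SD, cut at about 50% in these data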
# Target sequence (Q13285 whole entry, looked up, the tested form may be a part): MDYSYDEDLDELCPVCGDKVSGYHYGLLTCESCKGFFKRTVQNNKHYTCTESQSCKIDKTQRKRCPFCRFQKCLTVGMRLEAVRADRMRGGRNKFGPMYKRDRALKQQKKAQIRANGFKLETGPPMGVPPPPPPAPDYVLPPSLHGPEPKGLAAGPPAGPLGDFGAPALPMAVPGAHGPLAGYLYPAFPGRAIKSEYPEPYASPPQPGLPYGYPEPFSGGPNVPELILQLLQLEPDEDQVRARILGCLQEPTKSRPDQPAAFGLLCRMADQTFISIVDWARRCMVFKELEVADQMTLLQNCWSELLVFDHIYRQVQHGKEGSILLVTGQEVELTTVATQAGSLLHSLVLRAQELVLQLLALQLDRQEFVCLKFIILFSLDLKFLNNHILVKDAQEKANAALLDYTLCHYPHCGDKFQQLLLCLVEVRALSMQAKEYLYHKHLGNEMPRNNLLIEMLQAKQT
#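 Material: Transient Gal4-SF-1 LBD reporter, CHO-K1 | Input: 4,000 cells/well | Dosing: One dose, 10 µM compound, 1% DMSO | Incubation: 20 h compound treatment, 37 °C | Detection: SteadyLite luciferase luminescence | Evaluation: Percent activation relative to DMSO median and mock-transfected background | Benchmarks: DMSO-treated SF-1-transfected cells as negative, DMSO-treated mock-transfected cells lacking SF-1 as background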
# M1 ag: activates the M1 muscarinic receptor; CHO-M1 cells, Fluo-4 calcium fluorescence, agonist mode; stronger effect = higher value; B-score at 10 µM; actives 3% (n = 64,000); AID 626;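 active means fluorescence rise, raw or as B-score row- and column-corrected plate score, outside the 99.7% band of its plate's samples, either direction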
# D1 mod: allosteric modulators of human D1 dopamine receptor | P21728 | HEK293 D1, CRE-luciferase, dopamine EC30 potentiation; actives deviate in either direction | B-score at 10 µM | actives 5.9% (n = 58,000) | AID 641;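 active means luminescence count or its row- and column-corrected plate score outside the 99.7% band of the plate's sample wells, on either side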
# M1 antagonist: M1 muscarinic receptor (rat) antagonism; B-score at 10 µM; P08482; actives 3.4% (n = 64,000); CHO-M1 cells, Fluo-4 calcium, ACh EC80 antagonist mode; stronger effect = lower value;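 active means calcium fluorescence response, raw or row-and-column corrected B-score, differing from the plate sample mean either way at a set confidence level, mostly lower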
# TNAP act DEA: activators of human TNAP at intermediate phosphate acceptor. purified TNAP, CDP-star luminescence, 100 mM DEA, 30 min; stronger effect = higher value; scale: 0 levamisole-inhibited, 1 vehicle-only enzyme. activation factor at 20 µM. 64,000 tested, under 10 active. AID 813;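 active means activation factor of at least 2 at 20 µM, relative to controls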
# Target sequence (P05186 whole entry, looked up): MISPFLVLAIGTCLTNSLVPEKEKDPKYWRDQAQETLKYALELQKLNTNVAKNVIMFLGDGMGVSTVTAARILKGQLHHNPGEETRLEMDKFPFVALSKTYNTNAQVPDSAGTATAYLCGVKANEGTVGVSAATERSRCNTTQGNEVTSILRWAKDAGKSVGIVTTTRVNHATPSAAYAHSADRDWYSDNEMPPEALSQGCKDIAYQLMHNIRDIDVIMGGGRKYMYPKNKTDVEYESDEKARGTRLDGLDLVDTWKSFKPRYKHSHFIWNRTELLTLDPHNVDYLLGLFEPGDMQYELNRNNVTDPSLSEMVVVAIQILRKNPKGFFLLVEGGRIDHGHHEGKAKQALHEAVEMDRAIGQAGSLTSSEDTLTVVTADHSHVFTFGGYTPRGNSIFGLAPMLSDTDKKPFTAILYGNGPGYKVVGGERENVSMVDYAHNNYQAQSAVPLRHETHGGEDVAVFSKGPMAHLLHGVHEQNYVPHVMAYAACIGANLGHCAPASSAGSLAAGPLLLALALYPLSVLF
# NADH coupling: inhibition of NAD/NADH coupling enzymes, library profiling; coupled PK/LDH NADH assays, four targets; actives 0.02% (n = 65,000); IC50, µM (top dose mostly 10 µM), for inactives: top-dose inhibition;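 active means single-dose screening hits from any of four coupled enzyme assays that gave an IC50 when retested across doses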;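 further: the DPM-DC format reads NADH fluorescence rather than 340 nm absorbance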
# The depositor's hits bear a star; . = not tested or not shown; [ ] = remark or other dose. Random draw from the library; any-hit rate near 15%.
entry	molecule	Jurkat tox 60K	HEK293 NFkB inh	Ecoli tolC	SF-1 act	M1 ag	D1 mod	M1 antagonist	TNAP act DEA	NADH coupling
1	Cc1ccnc(NC(=O)Nc2cccc(F)c2)c1	2.5	-33.9	2.3	-18.2	-1.34	-5.33*	-0.168	0.9	6.0%
2	O=c1c2ccccc2[nH]c(=S)n1C1CCCCC1	1.8	23.4	-12.5	-12.6	0.000768	1.65	0.605	0.9	13.0%
3	Cc1ccc(/C=N/n2nnnc2N)o1	.	.	11.9	0.6	0.0133	-0.198	0.0059	0.8	2.0%
4	CCOC(=O)c1c2n(c3ccc(O)cc13)CCCCC2	-3.7	-0.4	1.8	-1.3	-0.474	-1.08	0.624	0.9	3.0%
5	O/N=C1\CCCc2oc3c(c21)CCCC3	.	24.5	14.8	10.8	-0.52	0.294	-1.07	0.9	3.0%
6	Clc1ccc(NC2=NCCCCC2)cc1	-2.6	3.9	-25.8	-10.2	0.369	-0.0296	-0.000561	1	3.0%
7	CC(C)OCCCNS(=O)(=O)c1ccc2c(c1)oc(=O)n2C	0.1	-5.1	-8.7	-14.6	0.111	0.229	0.265	0.9	9.0%
8	N#C/C(C(=O)N1CCOCC1)=C1\Nc2ccccc2S1	7.0	-3.1	-0.7	31.2	-0.214	-0.0179	-0.429	1	8.0%
9	CCCNC(=O)Cc1cc(=O)[nH]c(=O)[nH]1	0.9	6.4	-11.5	-5.0	-0.81	-0.8	-0.342	0.9	7.0%
10	Cc1ccccc1S(=O)(=O)Cc1ccc(C(=O)NCCN2CCN(Cc3ccccc3)CC2)o1	-3.7	7.8	-13.3	-0.8	.	.	.	0.9	7.0%
11	COc1ccccc1OCc1nc2ccccc2[nH]1	-2.1	-27.9	6.6	52.8*	0.995	.	-0.568	0.8	2.0%
12	COc1ccc(C(=O)N2CCN(S(=O)(=O)c3ccccc3)CC2)c(OC)c1	-10.1	7.4	-3.5	-3.1	-0.118	-0.0254	0.321	0.9	4.0%
13	CCOC(=O)N1CCN(S(=O)(=O)c2ccc3c(c2)OCC(=O)N3)CC1	7.8	16.6	6.9	-0.8	-0.991	-0.189	0.518	1	7.0%
14	CCOC(=O)c1ccc(NC(=O)c2c(C)[nH]c(C(=O)OCC)c2C)cc1	-3.3	-10.8	-9.5	3.6	-0.763	1.65	-0.0145	1	5.0%
15	Cc1cc(Cl)ccc1OCCCC(=O)Nc1cccnc1	4.6	-8.1	27.3	-1.1	-1.72	-1.02	0.162	1	3.0%
16	O=C(NCCC1=CCCCC1)C1CCCN(S(=O)(=O)c2cccnc2)C1 (configuration not stated)	1.9	12.8	-3.4	16.4	-1.14	0.0167	0.155	0.9	4.0%
17	CCOC(=O)N1CCN(C(=O)CN(Cc2ccccc2)S(C)(=O)=O)CC1	14.4	19.5	-12.3	-8.6	0	-0.3	0.0202	0.9	9.0%
18	COC(=O)Cc1cc(=O)n(-c2nc3ccccc3s2)[nH]1	-0.4	2.3	-19.2	-3.0	0.351	0.0542	0.181	0.9	4.0%
19	COc1cccc(-c2nnc(NC(=O)c3ccc(S(=O)(=O)N(CC(C)C)CC(C)C)cc3)o2)c1	0.0	13.4	98.8*	-26.0	-0.815	-2.79*	0.515	0.9	7.0%[fluoresces]
20	CS(=O)(=O)N(CC(=O)Nc1ccc2c(c1)OCCO2)c1ccc2c(c1)OCO2	-4.6	10.1	-4.9	5.6	-1.72	-0.427	-0.54	1	6.0%
21	N#Cc1nc(-c2ccc(OCc3ccccc3)cc2)oc1N1CCOCC1	-8.8	11.8	-1.4	-5.8	-0.0586	-0.746	0.313	0.9	11.0%
22	CCOC(=O)c1ccc(COC(=O)c2cc(=O)[nH]c3ccccc23)o1	0.2	14.3	-4.3	-8.4	-0.376	1.7	0.0153	1	17.0%
23	O=C(Nc1ccc2c(c1)OCO2)[C@@H]1[C@@H]2C(=O)N(C3CCCCC3)C(=O)[C@@H]2C2c3ccccc3C=CN21 (some centres not stated)	-8.1	17.3	17.0	-3.1	0.365	0.0177	0.174	0.9	1.0%
24	Cc1cc(-c2nnc(SCc3ccccn3)o2)no1	-4.4	1.5	-18.1	10.3	-0.917	0.709	-1.77*	1	15.0%
25	COc1cccc2cc(-c3nnc(SCC(=O)NCc4ccccc4)n3C)oc12	0.7	-4.1	-3.1	-4.6	0.678	-0.17	0.79	1	2.0%

# Record cards (already shown). Order of values: Jurkat tox 60K, HEK293 NFkB inh, Ecoli tolC, SF-1 act, M1 ag, D1 mod, M1 antagonist, TNAP act DEA, NADH coupling
# CCOC(=O)N1CCN(C(=O)CN(Cc2ccccc2)S(C)(=O)=O)CC1 across the screens: 14.4, 19.5, -12.3, -8.6, 0, -0.3, 0.0202, 0.9, 9.0%
# Clc1ccc(NC2=NCCCCC2)cc1 across the screens: -2.6, 3.9, -25.8, -10.2, 0.369, -0.0296, -0.000561, 1, 3.0%

# More structures follow:
entry	molecule	Jurkat tox 60K	HEK293 NFkB inh	Ecoli tolC	SF-1 act	M1 ag	D1 mod	M1 antagonist	TNAP act DEA	NADH coupling
26	CCCCOCCCNC(=O)c1ccccc1OCC	7.3	12.1	9.1	-15.6	0.283	0.057	0.466	0.9	5.0%
27	CCOCCCNCc1cccc(OC)c1	-3.9	13.7	-11.7	-5.9	0.0426	-0.681	-0.15	0.9	14.0%
28	O=C(c1ccccn1)N1CCN(c2ccc(C(F)(F)F)cn2)CC1	.	12.7	5.5	-9.6	0.028	0.565	-1.21	1	3.0%
29	COc1ccc(C)cc1NC(=O)NC1CCN(Cc2ccccc2)CC1	9.2	9.1	-5.6	1.3	-0.955	-0.684	-0.62	0.9	9.0%
30	COc1cccc(CNC(=O)C2CCN(S(=O)(=O)N3CCCCC3)CC2)c1	-1.7	12.7	2.4	-2.5	-1.36	0.432	-0.753	1	9.0%
31	Clc1ccc(-n2ncc3c(NCC4CCCO4)ncnc32)cc1 (configuration not stated)	8.2	-38.3	14.0	122.1*	3.4*	-3.57*	-0.307	0.9	0.0%
32	CCOC(=O)c1c(C)[nH]c(NC(=O)Nc2c(C)n(C)n(-c3ccccc3)c2=O)c1C	0.4	13.0	-1.3	-6.5	0.0539	-0.00226	1.94	0.9	6.0%
33	Cn1c(=O)c2cnc(N3CCOCC3)nc2n(C)c1=O	-3.9	4.8	1.0	4.3	0.519	0.0348	-0.723	0.9	4.0%
34	O=C(NCCCNCc1ccccc1)c1ccccn1	-5.8	-1.2	-9.3	-9.5	.	-1.81	.	1	6.0%
35	Cc1cc2ccccc2c(=O)n1CC(=O)N(C)c1ccc(F)cc1	-5.4	20.7	-7.0	-8.6	-0.668	-0.0684	-0.235	0.9	1.0%
36	CCOC(=O)c1cnc(SCC(=O)Nc2ccc(NC(=O)CC)c(OC)c2)nc1N	-2.0	9.3	-14.1	13.3	0.189	-0.727	-0.328	0.9	6.0%
37	COc1ccc(C(=O)n2nnc3ccccc32)cc1Br	8.9	13.3	-7.3	-15.6	-0.187	-0.269	0.3	0.9	6.0%
38	CN(c1ccc(C(=O)NCc2ccccc2)cc1)S(C)(=O)=O	1.0	-5.7	-2.1	19.0	-0.734	0.141	0.555	1	2.0%
39	Cn1c(C(=O)NCCN2CCN(c3ccccc3F)CC2)cc2c(=O)n(C)c3ccccc3c21	1.6	15.9	44.0	7.9	0.339	-3.72*	-0.243	0.8	6.0%
40	CCn1c(SCC(=O)c2ccc(Cl)cc2)nnc1-c1ccoc1C	8.8	9.4	-2.6	-2.5	-1.22	0.0254	0.0794	0.8	3.0%
41	O=C(Nc1cccc(F)c1)Nc1ccccn1	.	-17.3	-4.8	61.6*	0.574	0.205	-0.274	0.9	2.0%
42	O=C(Nc1ccc2c(c1)OCO2)C1CC(c2c(F)cccc2Cl)=NO1 (configuration not stated)	2.3	1.7	18.0	8.3	0.225	0.589	0.785	0.9	2.0%
43	N#Cc1ccc(OCCN2C(=O)NC3(CCSC3)C2=O)cc1 (configuration not stated)	.	10.2	8.2	12.9	-0.734	-0.21	0.213	0.9	14.0%
44	O=C(Cn1cnc2ccccc21)NCCCN1CCOCC1	-2.0	10.3	-18.4	24.1	-0.577	-0.209	0.353	0.9	5.0%
45	COc1nnc(-c2ccc(N3CCOCC3)c(NC(C)=O)c2)c2ccccc12	-1.2	13.1	-6.2	-1.0	0.779	0.0396	0.00879	0.9	0.0%
46	CCOC(=O)c1c(-c2ccccc2)oc2ccc(O)c(CN3CCOCC3)c12	-2.0	1.0	38.3	14.1	0.0124	0.476	-0.0617	0.9	7.0%
47	COC(=O)c1ccc(CN2C(=O)NC3(CCCCC3C)C2=O)o1 (configuration not stated)	.	14.3	-0.5	7.0	-0.273	.	0.354	0.9	4.0%
48	CCS(=O)(=O)n1nc(-c2ccco2)nc1SC	.	10.8	-21.3	6.2	0.518	.	0.00713	0.9	5.0%
49	C=CCn1c(SCC(=O)Nc2ccc(C)cc2C)nnc1-c1cccnc1	.	14.3	-0.7	-1.7	-0.132	0.0514	0.0756	1.1	7.0%
50	Cc1cc2c(c(=O)n1Cc1ccc3c(c1)OCO3)C(c1cccnc1)C(C#N)=C(N)O2 (configuration not stated)	4.3	12.6	-4.0	-17.5	-0.0561	-0.0801	0.0218	0.9	6.0%

# Compounds shown so far with a cyano group, in the order listed:
entry	molecule	Jurkat tox 60K	HEK293 NFkB inh	Ecoli tolC	SF-1 act	M1 ag	D1 mod	M1 antagonist	TNAP act DEA	NADH coupling
8	N#C/C(C(=O)N1CCOCC1)=C1\Nc2ccccc2S1	7.0	-3.1	-0.7	31.2	-0.214	-0.0179	-0.429	1	8.0%
21	N#Cc1nc(-c2ccc(OCc3ccccc3)cc2)oc1N1CCOCC1	-8.8	11.8	-1.4	-5.8	-0.0586	-0.746	0.313	0.9	11.0%
43	N#Cc1ccc(OCCN2C(=O)NC3(CCSC3)C2=O)cc1 (configuration not stated)	.	10.2	8.2	12.9	-0.734	-0.21	0.213	0.9	14.0%
50	Cc1cc2c(c(=O)n1Cc1ccc3c(c1)OCO3)C(c1cccnc1)C(C#N)=C(N)O2 (configuration not stated)	4.3	12.6	-4.0	-17.5	-0.0561	-0.0801	0.0218	0.9	6.0%

# Remaining list, next part
entry	molecule	Jurkat tox 60K	HEK293 NFkB inh	Ecoli tolC	SF-1 act	M1 ag	D1 mod	M1 antagonist	TNAP act DEA	NADH coupling
51	CCc1ccc(N2CC(C)Cn3c2nc2c3c(=O)n(CCN3CCOCC3)c(=O)n2C)cc1 (configuration not stated)	6.9	16.9	-0.5	-1.2	2.13	0.0421	0.525	0.9	3.0%
52	COC(=O)c1ccc(CSc2nc3scc(-c4cccs4)c3c(=O)[nH]2)o1	-1.9	-8.5	25.9	5.0	-0.163	1.13	-0.0327	0.9	5.0%
53	Cc1cc(C)nc(N2CCC(C(=O)Nc3nnc(C)s3)CC2)n1	2.1	-5.2	-16.3	9.5	0.637	-0.00192	0.373	0.9	8.0%
54	COc1ccc(C2C(=O)c3ccccc3C2=O)c(OC)c1	-2.1	18.1	-1.6	-1.5	-0.108	.	-0.0332	0.9	2.0%
55	O=S(=O)(c1cc(Cl)ccc1Cl)N1CCCCC1	-4.5	8.5	12.1	-10.9	0.282	1.34	-0.185	0.9	4.0%
56	COc1ccc(S(=O)(=O)N(Cc2cc3ccc(OC)cc3[nH]c2=O)CC2COCCO2)cc1 (configuration not stated)	8.0	13.9	6.2	17.1	4.88*	1.09	-0.192	1	11.0%
